NS3 helicase inh – inhibitors of HCV NS3 helicase, primary screen, biochemical, Cy5 molecular beacon fluorescence; Hepatitis C virus NS3 helicase; NS3 helicase DNA unwinding; inhibition, % at 10.9 µM; hit rate 0.56% among 290,000; AID 1800, 2009;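 active = inhibition above the mean of all tested compounds plus 3 SD, set per campaign, cut at about 35% in these data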;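 note: 0% = DMSO wells and 100% = thioflavine S control wells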
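System: Hepatitis C virus NS3 helicase domain fragment enzyme | Reagent: Annealed dual-labelled DNA beacon duplex, ATP-started | Compound dosing: 10.9 µM single point, 0.8% DMSO | Incubation: 1 h reaction at 25 °C, ATP-initiated | Technique: Cy5 fluorescence | Evaluation: Percent inhibition from t60/t0 fluorescence ratio | Benchmarks: Low DMSO, high thioflavine S at 110 µM | Replication: Singlicate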
NALP1 yeast inh – NALP1 inflammasome inhibitors in reconstituted yeast, colorimetric, S. cerevisiae, triplicate retest; S. cerevisiae NALP1/ASC/caspase-1 growth, X-gal OD620, 72 h; inhibition, % at 10 µM; hit rate 0.61% among 280,000; AID 2071, 2009; in the data active = inhibition mostly above about 24%, no sharp cut-off; inactive = mostly below about 32%; note: some compounds called inactive have numbers as strong as hits
FID counter – compounds displacing fluorescent DNA intercalator, primary screen, artefact control for HCV NS3 helicase inhibitor project, biochemical, FID fluorescence; hit rate 0.17% among 290,000; DNA fluorescent intercalator displacement; inhibition, % at 7.9 µM; in the data active = inhibition above about 37%;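 note: 0% = vehicle and 100% = reference compound; higher means more ethidium bromide displaced from hairpin DNA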
SUMO HTRF inh – inhibitors of in vitro SUMOylation cascade, primary screen, biochemical, HTRF, uHTS; SUMO-conjugating enzyme UBC9 (Homo sapiens), P63279; HTRF SUMOylation assay, SAE1/SAE2 + UBC9; inhibition, % at 35 µM; hit rate 0.36% among 290,000; AID 2006, 2009; in the data active = inhibition above about 50%, passing the limit was not always enough; note: strong numbers were not always called active
Target sequence (P63279 whole entry, looked up): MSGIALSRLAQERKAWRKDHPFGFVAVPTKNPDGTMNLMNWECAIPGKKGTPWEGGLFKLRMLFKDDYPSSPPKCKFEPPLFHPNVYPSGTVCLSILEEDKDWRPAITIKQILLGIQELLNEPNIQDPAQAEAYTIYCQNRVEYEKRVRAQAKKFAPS
IMP-1 inhibitor – IMP-1 metallo-beta-lactamase inhibitors, primary screen, biochemical, epi-absorbance readout, Pseudomonas aeruginosa enzyme; hit rate 0.45% among 290,000; inhibition, % at 5.6 µM; purified IMP-1, nitrocefin hydrolysis, epi-absorbance fluorescence;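 active = inhibition above the mean plus 3 SD of all compounds in the same screening run, cut at about 4.5% in these data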;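 note: 0% = IMP-1 with DMSO and 100% = DMSO wells lacking enzyme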
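Test system: recombinant IMP-1 enzyme, purified / Medium: HEPES buffer pH 7.1 with ZnSO4 and Brij 35 / Doses: single dose, 5.6 µM / Times: 25 °C, 15 min preincubation, 25 min reaction / Detection: Epi-absorbance via hydrolysed-nitrocefin quenching of white-plate fluorescence, 480/530 nm, EDTA stop / Evaluation: percent inhibition from optical density relative to buffer-blank wells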
M18AAP inhibitor – PfM18AAP inhibitors, malaria aminopeptidase, primary screen, biochemical, QFRET, recombinant enzyme | M18 aspartyl aminopeptidase (Plasmodium falciparum 3D7) | H-Glu-NHMec fluorogenic cleavage | inhibition, % at 7.35 µM | hit rate 1.2% among 290,000 | AID 1822, 2009;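 active = inhibition above the campaign mean inhibition over all tested compounds plus 3 SD, cut at about 28% in these data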;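 note: 0% = plate median of test compound wells and 100% = 2 mM ZnCl2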
MEKK2wt PB1 HTS – modulators of MEK5 binding to wildtype MEKK2, primary screen, biochemical, multiplex bead flow cytometry, Alexa488-MEK5. binding response (% of control), % at 10 µM. Alexa488-MEK5 binding to MEKK2 WT; actives lie on both sides. hit rate 1.1% among 290,000; in the data active = binding response below about 67% or above about 130%
VIM-2 inhibitor – VIM-2 metallo-beta-lactamase inhibitors, primary screen, biochemical, epi-absorbance readout, Pseudomonas aeruginosa enzyme | purified VIM-2, nitrocefin hydrolysis, epi-absorbance fluorescence | inhibition, % at 5.6 µM | hit rate 0.89% among 290,000;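 active = inhibition above the mean of all tested compounds plus 3 SD, cutoff set per screening run, cut at about 7.5% in these data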;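 note: red hydrolysis product quenches plate fluorescence so inhibitors raise well fluorescence; 0% = enzyme with DMSO and 100% = DMSO without enzyme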
MEKK2 mut-MEK5 – MEK5 binding signal on mutant MEKK2 PB1, primary screen, biochemical, multiplex bead flow cytometry, Alexa488-MEK5; Alexa488-MEK5 binding to MEKK2 mutant; percent response, % at 10 µM; hit rate 0.35% among 290,000; AID 1530, 2009; in the data active = percent response above about 24%, passing the limit was not always enough; note: inactives centre near 1; some results filed as inactive read as strong as hits
* hit, by the source's call; nt = not tested or not shown.

SMILES	NS3 helicase inh	NALP1 yeast inh	FID counter	SUMO HTRF inh	IMP-1 inhibitor	M18AAP inhibitor	MEKK2wt PB1 HTS	VIM-2 inhibitor	MEKK2 mut-MEK5
O=C1COc2ccc(S(=O)(=O)Nc3ccc(F)cc3)cc2N1	1	-13	-3	5	-2.9	4	101	-1.0	4
O=C(Nc1nnc(Cc2ccccc2)s1)c1cnccn1	1	8	-3	19	-4.2	1	104	-4.2	3
CS(=O)(=O)c1cccc(NC(=O)C2CC2)c1	-7	12	-3	5	-3.2	-10	108	-1.6	2
CC(=O)OC(C(=O)N1CCN(c2ccccc2F)CC1)c1ccccc1 (stereo not drawn)	4	15	-18	0	-2.6	-2	115	-3.4	5
COc1ccc(CCOC(=O)c2ccc(N)c([N+](=O)[O-])c2)cc1	-13	-1	10	4	-0.2	-9	90	0.2	-9
O=C(O)CCSc1nnc(-c2ccc3c(c2)OCO3)o1	-10	2	-1	29	0.9	-12	100	1.5	2
O=C1c2ccccc2C(=O)N1CCCCN(C(=O)c1cc([N+](=O)[O-])ccc1Cl)c1ccc(Cl)cc1	28	27	0	-5	-3.5	-7	98	-3.3	-1
Cc1cc(=O)[nH]c2c(C)cc(S(=O)(=O)NCc3ccccc3)cc12	-4	12	-10	-1	-3.6	2	93	-4.9	-4
O=C(O)CSCC(=O)N1CCN(c2ncnc3scc(-c4ccccc4)c23)CC1	-1	5	-31	-1	-0.2	-3	99	-1.2	-1
O=C(c1ccc(Cl)cc1)C1C2C(=O)N(c3ccccc3)C(=O)C2C2CCCN21 (stereo not drawn)	22	18	-11	18	-5.2	-11	107	-3.9	12
Oc1ccc2oc3c(c2c1)CCCC3	11	13	-8	13	-3.4	3	98	-1.4	0
OCCC1CN(C2CSCCSC2)CCN1Cc1ccccc1 (stereo not drawn)	11	4	4	11	-3.6	-11	102	-3.6	12
O=c1nc(-c2ccccc2)cn[nH]1	-3	28	0	13	-3.5	3	117	-2.4	13
CSc1nnc(-c2ccc(C(F)(F)F)nc2C)o1	-1	4	5	6	-2.7	-5	106	-1.2	5
CC(=O)Nc1ccc(S(=O)(=O)NC2CCCCCC2)cc1	-5	21	-9	5	-2.0	1	91	-1.0	-5
C=CCNC(=O)c1cc2c(=O)n3cc(C)ccc3nc2nc1NCC1CCCO1 (stereo not drawn)	5	-4	0	7	-2.3	-1	91	2.4	7
COc1ccc(CC(NC(C)=O)C(=O)NC2CCN(c3nc(C)cc(C)c3C#N)CC2)c(OC)c1 (stereo not drawn)	3	24	-20	23	-4.7	-8	103	-2.9	3
COc1cc(OC)cc(C(=O)NNC(=S)NC2CC2)c1	-5	-15	-2	8	-2.0	-1	104	-3.7	3
COC(=O)c1cc(NC(=O)c2cc(C)oc2C)cc(C(=O)OC)c1	-1	3	-22	-5	-1.7	-6	83	-1.0	-14
O=C(NCCCN1CCN(CCCNC(=O)c2cccc(Cl)c2)CC1)c1cccc(Cl)c1	-16	28	14	-9	0.0	-11	115	-0.9	-1
O=[N+]([O-])c1cccnc1NCCc1c[nH]c2ccccc12	-1	13	3	5	-4.4	0	94	-3.0	-6
Cc1cc(C)nc(SCC(=O)c2ccc3c(c2)OCCO3)n1	-3	40	-13	-6	-1.2	-15	97	-2.0	-1
CC(C)c1ccccc1OCC(=O)NCC(c1cccs1)N1CCOCC1 (stereo not drawn)	0	23	-32	4	1.7	-15	97	0.3	11
O=S(=O)(Nc1nc2ccccc2nc1NCC1CCCO1)c1ccc(F)cc1 (stereo not drawn)	42*	13	-50	3	-0.8	4	93	-2.4	-12
COc1ccccc1CNC(=O)C(CCSC)NS(=O)(=O)c1ccc2c(c1)oc(=O)n2C (stereo not drawn)	-3	-4	-3	13	-2.2	1	97	0.2	15
(more compounds)
SMILES	NS3 helicase inh	NALP1 yeast inh	FID counter	SUMO HTRF inh	IMP-1 inhibitor	M18AAP inhibitor	MEKK2wt PB1 HTS	VIM-2 inhibitor	MEKK2 mut-MEK5
O=C(O)COc1ccccc1/C=N/NC(=O)Cc1csc(Nc2cccc(C(F)(F)F)c2)n1	-26	-4	-16	11	-4.3	-3	95	-3.8	-2
COc1ccccc1NC(=O)COc1ccccc1C(=O)Nc1ccccc1	-10	7	-14	-15	-1.7	1	93	-2.0	-1
O=C(NCc1ccccc1F)C1CCN(C(=O)Nc2ccc(F)cc2)CC1	-14	-1	-12	12	-1.8	-5	98	-3.6	1
CCNC(=O)/C(C#N)=C/c1c(N2CCN(Cc3ccc4c(c3)OCO4)CC2)nc2c(C)cccn2c1=O	-11	26	-16	19	-3.0	-1	102	1.3	0
CC1(C)CC(=O)C=C(Nc2ccccc2F)C1	6	-3	-3	20	-3.4	3	99	-2.2	2
Fc1c(F)c(F)c(/C=N/NC(=S)Nc2cccnc2)c(F)c1F	3	6	-7	21	-1.8	18	98	0.1	-3
O=C(NCc1cccnc1)c1ccc2c(c1)N(Cc1ccccc1)CCS2	4	8	-18	16	-1.7	30*	83	0.2	-8
CCO[C@@H]1OC(C(N)=O)=C[C@H](c2ccc(Br)cc2)[C@H]1CCCO	-10	0	-28	6	0.5	13	105	1.0	3
NC(=O)CSc1nnc(-c2cccc(S(=O)(=O)N3CCCCC3)c2)o1	-4	7	-3	6	-2.6	2	91	-0.9	-1
CC1(C)CC(CC(=O)O)(c2ccccc2)CCO1 (stereo not drawn)	-2	-4	3	13	-5.0	-1	108	-2.0	10
Clc1ccccc1COc1ccc(/C=N/n2cnnc2)cc1	-6	17	-15	8	-1.6	-4	98	0.3	0
COc1cccc(NC(=O)Cn2c(=O)oc3ccccc32)c1	1	5	-2	17	-4.6	-1	110	-1.6	9
COc1ccc(/C(C)=N/NC(=O)c2ccc(N(C)C)cc2)cc1	5	13	-7	-5	-2.3	-29	nt	-5.5	nt
O=C(CSc1ccsc1[N+](=O)[O-])N1CCN(c2ccccc2)CC1	12	4	4	2	-2.0	2	112	-0.1	15
O=C(CCCCCNS(=O)(=O)c1ccc(Br)cc1)NCCN1CCOCC1	4	18	4	26	-2.8	-11	101	-2.5	3
CCC(=O)N/C(N)=N/c1nc(C)c2cc(OC)ccc2n1	9	-4	12	1	-5.7	3	102	-0.9	7
COCCNC(=O)CSc1nc2ccccc2c(=O)n1CCC(=O)N1CCN(c2ccccc2)CC1	0	11	-33	7	-1.6	-1	102	-0.7	-1
CC(C)Cn1c(=O)c2ccccc2n2c(CCC(=O)NCc3ccccn3)nnc12	-1	8	-22	20	-1.0	-7	102	0.0	-2
NC(=O)c1ccc[n+](Cc2ccccc2)c1	10	22	2	18	-4.1	-7	110	-2.0	8
COc1ccccc1OCC(=O)NNC(=S)NC(=O)c1ccco1	3	37	-5	-2	-4.2	9	104	-9.6	1
CC(=O)c1ccc(NC(=O)c2ccc(COc3ccccc3[N+](=O)[O-])o2)cc1	4	36	-4	5	-2.8	-7	99	-0.1	-3
O=C(Nc1nnc(-c2cccs2)o1)c1ccco1	30	-6	-2	15	-4.7	7	94	-2.7	-11
COc1ccc(/C(C)=N/NC(=O)c2nnn(-c3nonc3N)c2CN(C)c2ccccc2)cc1	2	28	-31	22	1.7	1	101	-2.8	0
O=C(CCc1nnc2ccc(NCc3ccccc3Cl)nn12)NC1CCCC1	0	17	-37	-6	-2.5	7	94	-6.0	12
COC(=O)c1cc(C(=O)OC)cc(N2C(=O)CC(NNC(=O)c3ccccc3Cl)C2=O)c1 (stereo not drawn)	13	26	-32	-3	-0.7	5	94	9.6*	-1
(more compounds)
SMILES	NS3 helicase inh	NALP1 yeast inh	FID counter	SUMO HTRF inh	IMP-1 inhibitor	M18AAP inhibitor	MEKK2wt PB1 HTS	VIM-2 inhibitor	MEKK2 mut-MEK5
CCc1ccc2[nH]c(=O)c(C(c3nnnn3CCOC)N3CCN(c4ccccc4F)CC3)cc2c1 (stereo not drawn)	-2	15	-15	30	0.5	17	95	-2.2	-5
O=C(CCC(=O)Nc1nnc(C2CCCCC2)s1)NCc1cccs1	1	13	-7	-2	-0.8	5	106	-0.1	9
O=C(CN(Cc1ccc2c(c1)OCO2)C(=O)c1cnsn1)NC1CCCC1	5	0	-3	14	-2.9	1	102	-3.3	4
CC(C)c1cc(C(=O)N/N=C/c2ccco2)n[nH]1	4	38	-3	7	-0.6	-1	99	-2.1	-2
COc1ccc(CN2CCNC(=O)C2CC(=O)N(C)C2CCOCC2)c(F)c1 (stereo not drawn)	-2	9	-12	3	-3.8	5	106	-2.1	14
Cc1ccc(NC(=O)Cc2ccc(-c3ccccc3)cc2)nc1	6	12	-23	3	12*	0	107	0.2	4
COc1ccc2oc(C(F)(F)C(F)(F)F)cc(=O)c2c1	10	2	-9	23	-2.9	8	nt	-0.9	nt
COc1ccc(OC)c(NC(=O)COC(=O)CCCN2C(=O)c3ccccc3C2=O)c1	0	31	-20	-8	-3.5	-1	105	-4.0	4
CCOC(=O)/C=C/C(=O)Nc1ccc(Oc2ccccc2)cc1	-5	5	-8	1	-1.7	3	100	-4.2	0
Cc1cc(C)c(S(=O)(=O)NCC(=O)NCc2ccccn2)c(C)c1	5	-25	-13	-4	-1.7	7	96	-2.4	-6
CC(C)C(=O)Nc1cccc(C(=O)Nc2nnc(C(C)(C)C)s2)c1	-6	1	-21	7	-2.6	7	96	-3.8	-2
COc1ccc(NC(=S)N2CCC(c3nc4ccccc4o3)CC2)c(OC)c1	-11	-11	-26	15	-4.2	3	89	-3.2	-12
Cc1nc2ncnn2c(C)c1Cc1cccc(C(F)(F)F)c1	3	-34	-16	2	-2.2	2	100	-4.2	-3
O=c1c2ccccc2oc2cc(OCc3cccc(F)c3)cc(O)c12	37*	16	5	-1	-0.3	12	101	1.4	-8
O=C(N/N=C/c1ccccc1OC(=O)N1CCOCC1)c1cccs1	11	-14	-14	2	-3.4	0	80	-6.8	-12
Cc1c(OCC(=O)NCCCN2CCOCC2)ccc2c1oc(=O)c1ccccc12	-3	19	16	27	-1.6	-8	104	26*	5
O=[N+]([O-])c1ccc(N2CCCCC2)c(Cl)c1N1CCCCC1	5	8	3	8	-1.9	-3	106	-6.6	8
CCCNC(=O)COC(=O)c1ccccc1C(=O)N(C)C1CCCCC1	-1	36	-18	19	-1.4	1	95	-0.8	0

Three compounds out of the list, ordered by SMILES length, largest number first:
SMILES	NS3 helicase inh	NALP1 yeast inh	FID counter	SUMO HTRF inh	IMP-1 inhibitor	M18AAP inhibitor	MEKK2wt PB1 HTS	VIM-2 inhibitor	MEKK2 mut-MEK5
O=C(CN(Cc1ccc2c(c1)OCO2)C(=O)c1cnsn1)NC1CCCC1	5	0	-3	14	-2.9	1	102	-3.3	4
Cc1cc(C)c(S(=O)(=O)NCC(=O)NCc2ccccn2)c(C)c1	5	-25	-13	-4	-1.7	7	96	-2.4	-6
COc1ccc2oc(C(F)(F)C(F)(F)F)cc(=O)c2c1	10	2	-9	23	-2.9	8	nt	-0.9	nt
